Source: PubChem BioAssay (National Center for Advancing Translational Sciences (NCATS))
mIDH1 inhibitor = blocks human mutant IDH1 R132H enzyme; O75874; AID 602179; IDH1-R132H enzyme, NADPH consumption, diaphorase/resazurin fluorescence; hit rate 0.093% among 390,000; Potency, µM (top dose mostly 76.6 µM), for the others: at the highest dose activity change, negative = inhibition, most hits filed as inhibitors; further: on the % scale 0 is the no-effect control and ±100 the full control effect; nearly all actives have a fitted effect of over 65% in size
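IDH1-R132H (0.5 ug/mL dispensed) in pH 7.5 Tris buffer was preincubated 30 min with compound, then given a substrate mix of 0.016 mM NADPH and 2 mM alpha-KG for 80 min at room temperature; remaining NADPH was read by diaphorase/resazurin fluorescence.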
TrxR1 substrate = rat thioredoxin reductase 1 substrate activity; purified TrxR1 substrate turnover, NADPH consumption readout; Potency, µM (series often up to 114 µM), for inactives: at the top dose activity change, negative = substrate turnover; hit rate 0.01% among 390,000; O89049; further: on the % scale 0 is the no-effect control and ±100 the full control effect; nearly all actives have a fitted effect of over 50% in size
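Rat TrxR1, dispensed at 90 nM, was prereduced with 400 uM NADPH (final) for 5 min at ~22 deg C, then incubated with compound 15 min before 400 uM selenite. A first-read NADPH fluorescence drop versus no-compound background flagged substrates.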
Vif-A3F inh = inhibitors of Vif-A3F interaction. Potency, µM (highest dose often 46.1 µM), for inactives: at the top dose activity, negative = active. HeLa A3F-eYFP + Vif (tagged APOBEC3F with the HIV-1 protein that degrades it), YFP fluorescence increase. hit rate 0.2% among 390,000; further: % of control where 0% means no effect; nearly all actives have a fitted effect of over 65% in size
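Fluorescence increase (Ex 488/Em 500-530) after overnight compound treatment at 37 deg C flags inhibition of Vif-driven A3F-eYFP loss in stable HeLa A3F-eYFP/Vif cells seeded overnight beforehand.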
RGS4 inh = blocks human RGS4-accelerated GTP hydrolysis; P49798; Transcreener GDP fluorescence polarization, RGS4-accelerated GTP hydrolysis; hit rate 0.039% among 390,000; Potency, µM (highest dose often 114 µM), inactives show top-dose activity change, negative = inhibition, most hits filed as inhibitors; AID 504845; further: on the % scale 0 is the no-effect control and ±100 the full control effect; nearly all actives have a fitted effect of over 75% in size; some results filed as inactive show a strong effect at the top dose
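MLSMR compounds (23 nl, pin-transferred) preincubated 10 min at room temperature with a 500nM (2x) first reagent, then RGS4 at 900nM (2x) plus Transcreener GDP mix added; fluorescence polarization (620/688 nm) read before and after 90 min at 30 °C.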
USP1-UAF1 inh = blocks the human USP1/UAF1 deubiquitinase complex. O94782. recombinant USP1/UAF1, Ub-Rhodamine cleavage fluorescence. Potency, µM (top dose mostly 57.1 µM), without a hit: at the highest dose activity change, negative = inhibition, usual class: inhibitors. hit rate 0.23% among 390,000; further: on the % scale 0 is the no-effect control and ±100 the full control effect; nearly all actives have a fitted effect of over 60% in size; inactives centre near -12
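In this screen, compounds sit with the deubiquitinase complex (1nM) for 15 min at room temperature before Ub-Rho is added at 150nM final. Fluorescence rise is then followed for 6 reads every 60 seconds.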
Vif-APOBEC3G blk = blocks the Vif interaction with human APOBEC3G. Q9HC16. hit rate 0.076% among 410,000. Potency, µM (highest dose often 46.1 µM), inactives show at the top dose activity, negative = active, hits mostly inhibitors. HeLa A3G-eYFP + Vif (tagged APOBEC3G with the HIV-1 protein that degrades it), YFP fluorescence, overnight;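 further: on the % scale 0 is the no-effect control and ±100 the full control effect; nearly all actives have a fitted effect of over 60% in size; hits raise eYFP signal because A3G escapes Vif-driven loss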
Target sequence (Q9HC16 whole entry, looked up): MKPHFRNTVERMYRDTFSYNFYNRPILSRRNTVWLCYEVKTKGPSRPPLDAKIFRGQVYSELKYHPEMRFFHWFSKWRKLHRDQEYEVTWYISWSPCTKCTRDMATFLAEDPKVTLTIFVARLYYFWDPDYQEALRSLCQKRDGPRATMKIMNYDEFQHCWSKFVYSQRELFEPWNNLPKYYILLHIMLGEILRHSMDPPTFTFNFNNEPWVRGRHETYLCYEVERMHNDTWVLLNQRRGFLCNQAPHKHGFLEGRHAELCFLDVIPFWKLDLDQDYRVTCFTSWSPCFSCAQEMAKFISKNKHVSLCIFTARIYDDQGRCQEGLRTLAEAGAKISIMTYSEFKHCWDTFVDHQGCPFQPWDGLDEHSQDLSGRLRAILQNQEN
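Read-out is eYFP fluorescence (Ex 488/Em 500-530) from Vif-expressing HeLa A3G-eYFP cells; more signal means A3G escaped Vif-mediated degradation. Cells plated overnight, compound pinned in, incubated overnight at 37 deg C.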
rTrxR1 inhibitor = inhibitors of rat thioredoxin reductase 1; Potency, µM (series often up to 114 µM), inactives show at the highest dose activity change, negative = inhibition, hits mostly inhibitors; AID 588453; hit rate 1% among 390,000; recombinant rTrxR1, NADPH fluorescence consumption, selenite substrate; further: on the % scale 0 is the no-effect control and ±100 the full control effect; nearly all actives have a fitted effect of over 65% in size
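Rat TrxR1 (90 nM in the dispensed reagent) was pre-reduced with 400 uM NADPH for 5 min at room temperature, then incubated with compound for 15 min. After 400 uM selenite was added, NADPH fluorescence (Ex 340/Em 450 nm) was followed for 8 min.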
12-LOX inh = blocks human arachidonate 12S-lipoxygenase; purified 12hLO, xylenol orange hydroperoxide absorbance; P18054; hit rate 1.1% among 580,000; Potency, µM (titrated, usually from 108 µM), for inactives: at the top dose activity change, negative = inhibition, usual class: inhibitors; AID 1671190; further: on the % scale 0 is the no-effect control and ±100 the full control effect
Target sequence (P18054 whole entry, looked up): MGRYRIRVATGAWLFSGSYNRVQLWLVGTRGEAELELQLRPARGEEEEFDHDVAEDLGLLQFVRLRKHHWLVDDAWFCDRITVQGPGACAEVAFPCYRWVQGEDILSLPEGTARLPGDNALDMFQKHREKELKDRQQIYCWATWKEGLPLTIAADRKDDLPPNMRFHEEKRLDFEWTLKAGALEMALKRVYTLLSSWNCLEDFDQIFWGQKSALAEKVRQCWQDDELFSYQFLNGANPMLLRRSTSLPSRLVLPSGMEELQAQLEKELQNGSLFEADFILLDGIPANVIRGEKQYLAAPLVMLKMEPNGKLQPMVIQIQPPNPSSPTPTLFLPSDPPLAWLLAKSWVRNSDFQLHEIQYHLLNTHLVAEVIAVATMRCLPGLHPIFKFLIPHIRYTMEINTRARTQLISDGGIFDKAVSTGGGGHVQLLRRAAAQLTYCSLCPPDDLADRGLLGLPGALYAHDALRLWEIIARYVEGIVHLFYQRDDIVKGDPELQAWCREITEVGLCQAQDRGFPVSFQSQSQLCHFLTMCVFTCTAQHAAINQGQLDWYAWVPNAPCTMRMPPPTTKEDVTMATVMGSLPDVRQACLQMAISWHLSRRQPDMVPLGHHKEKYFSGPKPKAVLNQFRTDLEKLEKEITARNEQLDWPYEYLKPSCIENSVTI
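Purified human 12hLO (150 nM final) in 25 mM Hepes, 0.01% Triton X-100, pH 7.0 was preincubated 15 min at room temperature with compound. Then 40 uM arachidonic acid was added, 30 min. Hydroperoxide was read by Fe-XO absorbance ratio 573/405 nm.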
RXFP1 ag = activates the human relaxin receptor RXFP1 | Potency, µM (series often up to 57.5 µM), for the others: top-dose activation, actives largely listed as activators | HEK293T-RXFP1 cAMP TR-FRET, 30 min; response scale: percent of porcine relaxin response, buffer zero | hit rate 0.3% among 370,000 | AID 2676 | Q9HBX9; further: on the % scale 0 is the no-effect control and ±100 the full control effect; nearly all actives have a fitted effect of over 60% in size; many of its hits are not listed in these tables
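HEK293T cells stably expressing RXFP1 were pretreated with the PDE4 inhibitor Ro 20174, exposed to compounds for 30 min at 37C, lysed, and cAMP was read by TR-FRET. Data normalized to buffer (basal) and 29 nM porcine relaxin (100%).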
Numbers without * were called inactive; ? = inconclusive; nt = not tested or not shown; [ ] = another dose, or the depositor's remark. The call rests on the fitted dose curve; in most records, active means well fitted curve in the direction sought with a large enough effect; inconclusive means small, poorly fitted or top-dose-only effect, or another doubt; inactive means no such curve, though single readings can be large; an effect the other way counts as inactive or inconclusive. Potency means the concentration at half of the fitted maximal effect. Only part of the results is shown; rates above refer to the full screens.

no. | Compound | mIDH1 inhibitor | TrxR1 substrate | Vif-A3F inh | RGS4 inh | USP1-UAF1 inh | Vif-APOBEC3G blk | rTrxR1 inhibitor | 12-LOX inh | RXFP1 ag
1 | CCc1nn(CCCC(=O)N2CCc3ccccc3C2)c(=O)c2cc3occc3n12 | 9% | -5% | -5% | 16% | -14% | 0% | -9% | -5% | 1.0%
2 | O=C1NC2(CCCCC2)C(=O)N1c1ccccc1 | 1% | 5%[57.1 µM] | -2% | 12% | -21% | 1% | 4%[57.1 µM] | 0% | -3.0%
3 | CS(=O)(=O)Nc1cccc(C2=NN(C(=O)c3cccc([N+](=O)[O-])c3)C(c3cccs3)C2)c1 (stereo not drawn) | 1% | -2% | 0% | 1% | -22% | -3% | 18% | 25% | -2.7%
4 | CN(C)S(=O)(=O)c1cc(NC(=O)CNCc2ccccc2)ccc1Cl | 4% | 6% | 1% | 9% | -3% | 0% | 15% | ? | 1.0%
5 | COc1ccccc1C1C(C(=O)c2ccco2)=C(O)C(=O)N1c1cc(C)on1 (stereo not drawn) | 12% | -17% | 5% | -19% | -19% | 0% | -22% | ? | ?
6 | Nc1c(C(=O)Nc2ccccc2)c2nc3ccccc3nc2n1-c1ccc(O)cc1 | -9% | -4% | -5% | -5%[11.4 µM] | -12% | 0% | 5% | 0% | 0.7%
7 | CCCn1c2ccccc2c2cnn(CC(=O)O)c(=O)c21 | 6% | 18%[57.1 µM] | 7% | -7% | -9% | 1% | 20%[57.1 µM] | 27% | -2.7%
8 | Cc1ccc(Nc2cc(=O)oc3ccccc23)c(C)c1 | 14% | -5% | -4% | 20% | -25% | 0% | -4% | -29% | 2.8%
9 | C[N+]1(CC(=O)OCCCc2ccccc2)CCCCC1 | 19% | 11%[57.1 µM] | -2% | -11% | -19% | -3% | 11% | ? | 0.4%
10 | COc1ccc(NC(=O)CC2SC(=NCc3ccccc3OC)NC2=O)cc1 (stereo not drawn) | -1% | 0% | 2% | 3% | -5% | -2% | -1% | 7% | 1.5%
11 | COCc1nnc(NS(=O)(=O)c2ccc(C)cc2)s1 | 8% | 13%[57.1 µM] | -9% | -40% | -5% | 2% | 15%[57.1 µM] | ? | 0.6%
12 | CCOc1ccccc1N1CSC2=C(C#N)C(c3c(OC)ccc4ccccc34)CC(=O)N2C1 (stereo not drawn) | 10% | 2%[57.1 µM] | -13% | ? | -19% | -5% | ? | 3.2µM* | -0.3%
13 | CC1CCN(c2nc(CN3CCCCC3)nc3scc(-c4ccccc4)c23)CC1 | 0% | 1% | ? | 20% | -14% | -4% | 0% | -2% | 0.2%
14 | CCOC(=O)c1cc2c(ccn2C)n1Cc1ccccc1C | 3% | 13% | 1% | -2% | -19% | -2% | 33% | -24% | 1.1%
15 | Cc1noc(C)c1COC(=O)c1cccnc1Cl | -7% | 4%[57.1 µM] | 7% | -2% | -21% | -1% | 24%[57.1 µM] | 2% | 2.7%
16 | O=c1[nH]c2cc([N+](=O)[O-])ccc2c2ccc([N+](=O)[O-])cc12 | 2% | -6%[57.1 µM] | 14% | -6% | -19% | -1% | 6%[11.4 µM] | -16% | nt
17 | CCN(CCNS(=O)(=O)c1ccc2c(c1)oc(=O)n2C)c1ccccc1 | 2% | 8%[57.1 µM] | 1% | -2% | -17% | 0% | 24%[57.1 µM] | 19% | -0.1%
18 | COc1ccc(CNC(=O)Cn2c(=O)n(CCC(=O)N3CCCCC3)c(=O)c3sccc32)cc1 | -2% | -2% | -1% | 1% | -7% | 2% | 3% | 19% | 0.6%
19 | Cc1ccccc1CN1C(=O)c2ccccc2S(=O)c2ccc(C(=O)N3CCOCC3)cc21 (stereo not drawn) | -9% | 0% | 3% | -3% | -9% | 2% | 7% | -19% | 0.1%
20 | Cn1c(SCC(=O)Nc2cccc(C(=O)O)c2)nnc1-c1cc2cc(Br)ccc2o1 | -1% | 7%[57.1 µM] | -13% | -10% | -1% | -5% | 15%[57.1 µM] | -2% | 0.0%
21 | Cc1nnc(C)c2c(C)n(N)c(C)c12 | -3% | 5% | 9% | 20% | -10% | 1% | ? | 7% | 19%
22 | Cc1cccc(N2CCN(C(=O)c3ccccc3OCc3c(C)noc3C)CC2)c1C | -3% | -5% | 6% | -1% | -5% | -16% | 9% | ? | -0.9%
23 | Cc1coc(C)c1C(=O)CC1(O)C(=O)N(Cc2ccccc2)c2ccccc21 (stereo not drawn) | 1% | 7% | nt | -20% | -9% | -10% | ? | ? | 1.7%
24 | CCCOc1ccc(S(=O)(=O)N2CCOCC2)cc1[N+](=O)[O-] | 10% | 6%[57.1 µM] | 8% | 10% | -2% | 0% | 8%[57.1 µM] | 28% | 3.5%
25 | O=C(c1ccc(Cl)c(S(=O)(=O)N2CCCCC2)c1)N1CCCCC1 | -2% | 2% | -1% | ? | -20% | -8% | 17% | 6% | 2.1%

Next part:
no. | Compound | mIDH1 inhibitor | TrxR1 substrate | Vif-A3F inh | RGS4 inh | USP1-UAF1 inh | Vif-APOBEC3G blk | rTrxR1 inhibitor | 12-LOX inh | RXFP1 ag
26 | Cc1ccc(-n2ncc3c(NCc4ccccc4)ncnc32)cc1 | 5% | 13% | -1% | 11% | -15% | 0% | -5% | 1% | -0.6%
27 | COc1ccc(N2CCN(Cc3nc4sc(C)c(C)c4c(=O)[nH]3)CC2)cc1 | 5% | -4%[57.1 µM] | -7% | -23% | -13% | 4% | 12%[57.1 µM] | ? | -0.7%
28 | CC(=O)N/C(=N\c1nc(C)cc(C)n1)Nc1ccccc1Cl | -14% | 0% | 9% | -2%[56.9 µM] | -11% | -1% | 2% | -36% | 3.1%
29 | Cc1ccc2[nH]c(O)c(N=NC(N)=S)c2c1 | 0% | -9% | 6% | -30% | -14% | 3% | -15% | ? | 0.0%
30 | C[C@@H]1CCCCO[C@H](CN(C)C(=O)C2CCCCC2)[C@@H](C)CN([C@H](C)CO)C(=O)c2cc(N(C)C)ccc2O1 | -1% | nt | -7% | nt | 3% | -1% | nt | -30% | nt
31 | CC(NS(=O)(=O)c1cccc(C(=O)O)c1)C12CC3CC(CC(C3)C1)C2 (stereo not drawn) | 5% | 3% | 2% | -8% | -11% | 0% | 10% | 5% | 2.1%
32 | O=C(C1CC(=O)N(c2ccc3c(c2)OCCO3)C1)N1CCN(c2ccccc2O)CC1 (stereo not drawn) | -11% | -9% | -8% | -15% | -3% | 0% | -6% | 463%[activator] | 0.4%
33 | O=C(COC(=O)CC1CC2CCC1C2)NCc1ccccc1 (stereo not drawn) | 6% | -8% | -9% | 14% | -5% | -3% | 7%[57.1 µM] | -1% | nt
34 | O=C(CNc1ccc(Cl)c(C(F)(F)F)c1)N1CCN(S(=O)(=O)c2ccccc2)CC1 | 1% | -8% | 0% | -24% | -13% | 2% | -6% | ? | nt
35 | O=C(c1cc2cc3ccc(Cl)cc3nc2o1)N1CCN(c2cccc(Cl)c2)CC1 | -5% | -3% | 2% | 6% | -10% | 2% | 10% | ? | -1.9%
36 | COc1ccccc1CNC(=O)c1ccc(-c2nc(CS(=O)c3ccc(C)cc3)c(C)o2)cc1 (stereo not drawn) | -1% | -4% | -12% | 7% | -4% | 0% | ? | -28% | 19%
37 | Cc1ccn(CC(=O)O)c(=O)c1 | 3% | 3%[57.1 µM] | 2% | -28% | -10% | 1% | -6%[57.1 µM] | 0% | 0.7%
38 | O=C(N/N=C/c1cc(Br)ccc1O)c1ccncc1 | -2% | 1% | -15% | 1% | -17% | -13% | 9% | 1% | -5.3%
39 | CC1(c2ccccc2)NC(=O)N(CC(=O)NCCC2=CCCCC2)C1=O (stereo not drawn) | -8% | 12%[57.1 µM] | 1% | 2%[11.4 µM] | -9% | 1% | -1% | -10% | -0.6%
40 | O=C(COC(=O)CNC(=O)c1ccco1)Nc1ccc(Cl)cn1 | 2% | -5% | 11% | -3% | 8% | 9% | -26% | 11% | -0.9%
41 | COc1ccccc1C1NC(=O)NC(C)=C1C(=O)OC1CCCC(C)C1 (stereo not drawn) | 2% | -3% | 8% | 20% | -14% | 1% | 10% | ? | -0.4%
42 | Cc1cccc(-n2nnc(-c3nc(-c4ccccc4)no3)c2N)c1C | 6% | 1%[57.1 µM] | 0% | -7% | 1% | -1% | 16%[57.1 µM] | 2% | 0.5%
43 | CCCCCC(=O)N/N=C/c1cc(Br)c(O)c(OC)c1 | 6% | 11%[57.1 µM] | 2% | 3% | -6% | 0% | -23% | 11% | 1.9%
44 | CCCCOc1ccc(S(=O)(=O)NNC(=O)C2Cc3c(ccc4ccccc34)O2)cc1 (stereo not drawn) | -9% | -5% | -3% | -22% | -11% | 0% | 0% | -18% | 3.0%

Structural class, the compounds so far containing two or more sulfur atoms (two)
no. | Compound | mIDH1 inhibitor | TrxR1 substrate | Vif-A3F inh | RGS4 inh | USP1-UAF1 inh | Vif-APOBEC3G blk | rTrxR1 inhibitor | 12-LOX inh | RXFP1 ag
3 | CS(=O)(=O)Nc1cccc(C2=NN(C(=O)c3cccc([N+](=O)[O-])c3)C(c3cccs3)C2)c1 (stereo not drawn) | 1% | -2% | 0% | 1% | -22% | -3% | 18% | 25% | -2.7%
11 | COCc1nnc(NS(=O)(=O)c2ccc(C)cc2)s1 | 8% | 13%[57.1 µM] | -9% | -40% | -5% | 2% | 15%[57.1 µM] | ? | 0.6%
